# Screening results from PubChem.
# mHtt clearance = compounds clearing mutant huntingtin protein | HeLa Exon1htt(103Q)mCFP, aggregate imaging; zero = plate's median compound well | inhibition, % at 1.5 µM | hit rate 0.42% among 47,000;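 active = inhibition of aggregate fluorescence above about 70%, also judged a hit by eye on the cell image, limit read from the data, passing the limit was not always enough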;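 also: cells exposed to compound for three days before fixation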
# mHtt clearance grain fraction = recorded beside mHtt clearance, whose call it bears; fraction fluorescence in grains; measured here: aggregate grain fluorescence fraction; active compounds read low;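 scaled fraction of total cell fluorescence in grains with unit not stated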
# Numbers without * were called inactive. This is a subset. The share of hits here may be higher or lower than overall.
SMILES,mHtt clearance,mHtt clearance grain fraction
O=C(NCCc1ccccc1)C1(c2ccccc2)CC1(Cl)Cl (configuration not stated),37.3,13.4
Cc1ccc(OCCCn2c(CO)nc3ccccc32)cc1,-36.9,28.9
O=C(O)CC(C(=O)OCC1CCCO1)N1CCOCC1 (configuration not stated),18.1,28.4
COc1cc(NC(=O)COc2cccc(OC)c2)cc(OC)c1,38.0,23.8
Cc1occc1C(=O)NCc1ccccn1,-32.7,24.9
O=C(Nc1cccc(C(F)(F)F)c1)C12CC3CC(CC(C3)C1)C2,40.4,11.2
CCOC(=O)C1CCN(C(=O)CN(c2cccc(C(F)(F)F)c2)S(C)(=O)=O)CC1,-1.6,21.7
Cn1cccc1Cc1nnc(SCC(=O)Nc2ccccc2F)n1-c1ccc(F)cc1,-14.1,35.3
COc1ccc(-c2cc(=O)[nH][nH]2)cc1OC,-12.0,36.1
O=C(Nc1cc(C(=O)N2CCOCC2)cc(C(=O)N2CCOCC2)c1)c1cc(F)c(F)cc1Cl,25.9,13.3
O=C(NCc1ccccc1)N1CCN(c2ccc(Cl)c(Cl)c2)CC1,-7.5,40.2
COc1cc(OC)c(C2=NOC(C(=O)NCc3ccc4c(c3)OCO4)C2)cc1Cl (configuration not stated),-27.3,49.6
COCn1c(COc2ccccc2)nc2ccccc21,21.8,13.2
COC(=O)CN(c1cc(C(F)(F)F)ccc1Cl)S(C)(=O)=O,13.9,32.8
CCCn1c(CN2CCN(C)CC2)nc2ccccc21,3.4,19.4
Nn1c(=O)c2ccccc2n2c(SCc3ccccc3)nnc12,80.4*,3.33*
CC1CCN(S(=O)(=O)c2ccc(Cl)cc2Br)CC1,-3.3,18.6
O=C(Nc1ccc2snnc2c1)N1CCN(c2ccccc2)CC1,-22.1,53.9
O=C(NCCN1C(=O)C2C3C=CC(C3)C2C1=O)N1CCCCC1 (configuration not stated),52.4,14.7
Nc1ncnc(Nc2cccc(C(F)(F)F)c2)n1,9.6,36.3
COc1ccccc1NC(=O)Cc1noc(CSc2nnc(C)s2)n1,44.4,24.4
O=C(NC1CC1)c1ccc(COc2ccc(F)cc2)o1,-40.5,46.7
Cc1c(Br)ccc(NC(=O)CCN2C(=O)C3C4CCC(C4)C3C2=O)c1C (configuration not stated),-48.4,30.7
CCN1CCN(CC(=O)Nc2c(C(=O)OC)[nH]c3cccc(Cl)c23)CC1,7.3,35.4
N#CC1=C(N)Oc2nc(-c3ccccc3)[nH]c2C1c1cccnc1 (configuration not stated),34.6,22.2
COc1ccc(-n2c(/C=C(\C)O)nc(=O)c3c(C)cc(C)nc32)cc1,-19.2,19.2
CC1CCCCN1CCNC(=O)c1cc2c(=O)n(C)c3ccccc3c2n1C (configuration not stated),-12.2,41.5
O=c1c2ccccc2nc2c3ccccc3c3nncn3n12,-24.4,45.7
O=C(CSc1nnnn1-c1ccc2c(c1)CCC2)NCc1cccs1,-11.9,32.8
O=C(CSc1nc(-c2ccco2)cc(C(F)(F)F)n1)NCC1CCCO1 (configuration not stated),-21.2,23.2
O=C(COc1ccccc1Br)NCc1ccccn1,-6.0,20.6
O=C(Nc1cccc2ncccc12)c1ccc(-c2ccc(Br)cc2)o1,-4.5,32.1
COc1ccc(CCNC(=O)Cn2c(-c3nonc3N)nc3ccccc32)cc1OC,-39.5,55
Cn1c(CCN2CCN(c3ccc(F)cc3)CC2)nc2cc(NC(=O)c3ccco3)ccc21,-24.6,54.8
CC(C)OC(=O)CSc1nnc(-c2ccc(C(C)(C)C)cc2)n1N,-4.2,20.1
COc1ccc2c(=O)c(-c3ccccc3C)c(C)oc2c1,20.6,24.2
c1ccc(N2CCN(c3ncnc4scc(-c5cccs5)c34)CC2)cc1,37.0,23.5
Cc1cccc(NC(=O)c2cc(NC(=O)c3ccco3)ccc2N2CCCCC2)c1,-22.9,20.9
CC(C)Oc1nnnn1-c1ccccc1,-4.1,43.8
CC(=O)NNC(=O)c1ccncc1,-19.9,21.1
Cn1c(=O)c2c(nc(CN3CCC(C(N)=O)CC3)n2Cc2c(Cl)cccc2Cl)n(C)c1=O,-68.5,55.2
CC(=O)c1ccc(OCC(O)CN2C(C)(C)CC(O)CC2(C)C)cc1 (configuration not stated),17.5,43
Cc1cc(NC(=O)CCCN2C(=O)c3cccnc3C2=O)no1,-33.3,26.9
O=C(Oc1ccc(N2C(=O)CCC2=O)cc1)c1ccccc1,-7.8,19.7
CCn1c(COc2c(C)cccc2C)nnc1SCC(=O)N1CCN(c2ccccc2)CC1,-1.1,39.3
Cc1cc(C)nc(N2CCCC(C(=O)NCc3cccc(C(F)(F)F)c3)C2)n1 (configuration not stated),-30.6,57.4
COc1cccc(-c2cc(C(=O)Nc3cc(C)on3)no2)c1,-58.2,47.4
CC(C)n1c(-c2cccs2)nc2ccccc21,4.3,18.6
CC(C)Oc1ccc(C2CC(=O)N(c3ccccc3)C2=O)cc1 (configuration not stated),-7.3,29.9
COc1ccc(CNC(=O)c2ccc(N3CCCC3=O)cc2)cc1,30.0,23.4

# The listing continues.
SMILES,mHtt clearance,mHtt clearance grain fraction
COc1ccccc1C1SCCN1S(=O)(=O)c1cccc(C(F)(F)F)c1 (configuration not stated),25.0,15.5
CCN1CCN(C(=S)Nc2ccc(Cl)cc2Cl)CC1,-5.5,24.7
O=C(CCNC(=O)c1ccc(Br)o1)NCc1ccc(Cl)cc1,6.6,17.9
CCN(CC)CCn1c(NCc2cccc(OC)c2)nc2ccccc21,-3.8,39.4
COC(=O)c1c(C(=O)OC)c2n(c1C)Cc1ccccc1C2,-46.8,30.1
CC1CCCCC1NC(=O)CCCc1nc2ccccc2c(=O)[nH]1 (configuration not stated),-23.3,57.1
Cc1cc(=O)oc2cc(OCC(=O)OCC(=O)N3CCc4ccccc43)ccc12,-45.2,24.7
O=C(Nc1ccccc1)c1cc2c(=O)c3ccccc3oc2nc1C(F)(F)F,-31.9,51.2
CCC1CCCCN1CCCNC(=O)CNC(=O)Cn1ccc2ccccc2c1=O (configuration not stated),20.9,31.9
Cc1ccc(N2C(N)=C(C#N)C(c3cccnc3)C3=C2CC(C)(C)CC3=O)cc1 (configuration not stated),5.1,16.9

# 3 compounds out of the list above, sorted by their value in mHtt clearance, low to high:
SMILES,mHtt clearance,mHtt clearance grain fraction
O=C(Nc1ccccc1)c1cc2c(=O)c3ccccc3oc2nc1C(F)(F)F,-31.9,51.2
O=C(Nc1ccc2snnc2c1)N1CCN(c2ccccc2)CC1,-22.1,53.9
COc1ccc2c(=O)c(-c3ccccc3C)c(C)oc2c1,20.6,24.2

# (listing goes on)
SMILES,mHtt clearance,mHtt clearance grain fraction
COc1ccc2c(CC(=O)NCc3ccc4c(c3)OCO4)coc2c1,48.2,18.4
CCOC(NC(=O)c1ccccc1)C(NC(=O)c1ccccc1)OCC (configuration not stated),7.4,18.1
O=C(CCc1nc2ccccc2s1)N1CCN(S(=O)(=O)c2cccs2)CC1,-111.3,46.3
COc1ccc(-c2noc(CN3CCOCC3)n2)cc1OC,20.4,15.6
CN1CCN(S(=O)(=O)c2ccc(Br)c3nsnc23)CC1,-2.4,19
O=C(NC1CCS(=O)(=O)C1)c1cn(-c2ccccc2)nc1-c1ccccc1 (configuration not stated),-24.4,54.7
O=S(=O)(NCCSc1nnnn1-c1ccccc1)c1cccs1,11.6,19
O=C(O)C(Cc1ccccc1)N1Cc2ccccc2C1=O (configuration not stated),-50.6,30.3
COc1ccc(-c2noc(COc3ccc4c(c3)OCO4)n2)cc1,-3.7,20.1
COc1ccc(CN(C(=O)CNC(=O)c2ccco2)C(C(=O)NC2CCCC2)c2ccco2)cc1 (configuration not stated),-17.6,22
CCCCCOc1ccc(NC(=O)C(=O)NCCC2=CCCCC2)cc1,32.3,29.4
S=c1[nH]c2ncccc2o1,-0.6,18
O=C1CCCCCN1CP(=O)(O)CCc1ccccc1,-32.3,44
COc1cccc(C2c3c(oc4ccc(Cl)cc4c3=O)C(=O)N2c2cc(C)on2)c1OC (configuration not stated),1.8,21.5
COc1ccccc1CN(Cc1cc2cc(C)cc(C)c2[nH]c1=O)Cc1nnnn1CC1CCCO1 (configuration not stated),-27.8,44.8
COC(=O)c1cn(CCOc2ccccc2OC)c2ccccc12,21.5,15.8
CCCNC(=O)Cc1ncn[nH]1,-34.2,45.8
Cc1sc(CO)c(Sc2ccccc2)c1C(=O)O,7.5,31.6
COc1ccc(-n2c(COc3cccc4ccccc34)nnc2SCC#N)cc1,23.4,13.7
COc1ccccc1Nc1nc(C)cc(=O)[nH]1,-12.3,23.1
CCC(=O)Nc1ccc(-c2nnc(SCC(=O)Nc3nccs3)n2C)cc1,-39.4,46.7
CC(=O)Nc1ccc(N2C(=O)CSC2c2c(F)cccc2Cl)cc1 (configuration not stated),-15.1,50
O=C(CN1CCOCC1)NC1CC2CCC1C2 (configuration not stated),15.4,14.8
Cc1cc(C)nc(-n2nc(C)cc2NC(=O)CN2CCCC(C)C2)n1 (configuration not stated),52.6,14.2
Cc1onc(-c2ccccc2Cl)c1C(=O)NCc1ccc(S(N)(=O)=O)cc1,-124.1,43.9
c1ccc(-n2ncc3c(NCc4ccc5c(c4)OCO5)ncnc32)cc1,-32.2,25.8
CC(=O)N1CN(C2CCCC2)Cc2c1sc1c2CCCC1,8.5,16.9
Cc1cc(C)n(-c2nc3ccccc3nc2NCCc2ccccc2)n1,6.9,45
CCOc1ccc2nc(SCC)[nH]c2c1,-36.8,54.4
COc1ccc(C2CC(c3ccc(Cl)cc3)Nc3nc(NC(=O)c4ccco4)nn32)cc1 (configuration not stated),74.7*,4.91*

# Brought forward from above: 7 compounds, then new ones.
SMILES,mHtt clearance,mHtt clearance grain fraction
Cc1cc(C)nc(-n2nc(C)cc2NC(=O)CN2CCCC(C)C2)n1 (configuration not stated),52.6,14.2
Cc1onc(-c2ccccc2Cl)c1C(=O)NCc1ccc(S(N)(=O)=O)cc1,-124.1,43.9
c1ccc(-n2ncc3c(NCc4ccc5c(c4)OCO5)ncnc32)cc1,-32.2,25.8
CC(=O)N1CN(C2CCCC2)Cc2c1sc1c2CCCC1,8.5,16.9
Cc1cc(C)n(-c2nc3ccccc3nc2NCCc2ccccc2)n1,6.9,45
CCOc1ccc2nc(SCC)[nH]c2c1,-36.8,54.4
COc1ccc(C2CC(c3ccc(Cl)cc3)Nc3nc(NC(=O)c4ccco4)nn32)cc1 (configuration not stated),74.7*,4.91*
CC1(C)Cc2c(C#N)c(N3CCOCC3)nc(-c3ccccc3)c2CO1,29.4,13.1
O=C(NCc1cccnc1)c1cnn2ccccc12,-0.3,48.5
CCCN(CCC)C(=S)NC(=O)c1ccc(Cl)cc1Cl,5.2,36.8
CCC(=O)c1ccc(N2CCCCCC2)c(F)c1,-18.1,42.8
CC(C)C1(C)C(=O)N=C2c3ccccc3C(=O)N21 (configuration not stated),-41.9,28.7
COc1cccc(C2=CC(c3cccs3)n3nnnc3N2)c1 (configuration not stated),3.5,36.5
COc1ccc(CCNC(=O)c2[nH]c(C)c(C(C)=O)c2C)cc1OC,18.1,28
Cc1sc2ncnc(NCC3CCCO3)c2c1C (configuration not stated),-36.8,55
COC(=O)c1ccc(Cl)c(NC(=O)CN2CCC(C)CC2)c1,-70.5,33.1
CCOC(=O)N1CCC(NC(=O)c2cccc3c2C(=O)N(c2ccc(OC)cc2)C3)CC1,3.0,39.8
O=C(Nc1ccc(N2CCOCC2)c(Cl)c1)c1ccccc1F,-16.9,23
O=C(Cn1ncn2c(cc3ccccc32)c1=O)NCCC1=CCCCC1,9.9,15.7
CC1(C)C(=O)Nc2ccccc2N1C(=O)COc1ncnc2ccccc12,-48.6,26.6
O=C(CSc1nnc(Cc2cccs2)n1-c1ccc(Cl)cc1)NCc1ccc2c(c1)OCO2,62.3,15.8
O=P(/C(=N/O)Sc1ccccc1)(N1CCOCC1)N1CCOCC1,-64.6,28.6
O=C(O)CCCn1c(=O)[nH]c2ccccc2c1=O,-28.8,39.6
O=C(CN1CCCC1)NCC1(c2ccccc2)CCOCC1,3.6,19.5
COC(=O)Cn1nnc(-c2cccc(OC)c2)n1,-28.9,45.2
CCOC(=O)c1sc(=NC(=O)c2cccc(OC)c2)n(C)c1C,19.5,29.6
Cc1ccc(-n2ncc3c(=O)n(CC(=O)NCc4ccco4)cnc32)cc1,30.3,11.5
COc1ccc(-n2c(SCC(=O)Nc3sc4c(c3C#N)CCCC4)nnc2-c2ccc(O)cc2)cc1,21.6,16.1
COC(=O)c1cn(CC(=O)N2CCCCCC2)c2ccccc12,-20.8,22.1
Cc1noc(C)c1COC(=O)CCOc1ccccc1,-1.6,18.2
Cc1ccc(N2C(=O)c3ccccc3C2Nc2ccccc2F)nc1 (configuration not stated),12.6,39.4
O=C(CSc1nnc(Cc2ccccc2)o1)Nc1ccc(Br)cn1,-25.9,21.6
C[C@H](N)c1nnc(SCc2ccc(Cl)cc2Cl)o1,4.8,19.8
Clc1ccccc1-c1nnc2sc(-c3ccc4c(c3)OCO4)nn12,23.1,13.7
COC(=O)c1cc2c(=O)n3ccccc3nc2n(C(C)C)c1=N,17.5,14.2
O=C(NCc1cccnc1)c1c(F)c(F)c(F)c(F)c1F,44.2,11.2
Fc1cc(F)cc(-c2oncc2-c2nnnn2-c2ccccc2)c1,-60.9,26.7
Cc1cccc(-c2noc(CN(C(=O)C(c3ccccc3)c3ccccc3)C(C)C)n2)c1,-11.2,50.2
CCCn1c(NC(=O)c2ccc(Cl)c(S(=O)(=O)N3CCCC3)c2)nc2ccccc21,48.5,18
O=C1C(O)CC2c3ccccc3CC3(CCCC3)N12 (configuration not stated),-30.8,68.1
Cc1ccc(CSCC(Nc2ccc(C(=O)O)cc2[N+](=O)[O-])C(=O)O)cc1 (configuration not stated),1.9,20.6
Cc1ccc(C2C3=C(CC(C)(C)CC3=O)N(CCN3CCOCC3)C3=C2C(=O)CC(C)(C)C3)cc1,-55.6,50.9
COc1cccc(C(=O)Nc2nnc(-c3cccs3)o2)c1,-50.1,50.4
CC(C)(C)CNC(CO)C12CC3CC(CC(C3)C1)C2 (configuration not stated),39.1,24.2
CC1CCCCC1NC(=O)c1nn(C)c(=O)c2ccccc12 (configuration not stated),-20.3,44.9
